CHO-K1 Ca PAM – counter-screen for M1 PAMs: effect in parental CHO-K1 cells | ATP EC20, Fluo-8 calcium fluorescence; 0% at ATP EC20, 100% at ATP max | activation, % at 3 µM | 0.02% of 360,000 active | AID 602247;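 active = activation above the run cutoff, the mean activation of all test compounds plus 3 SD, cut at about 40% in these data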;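 note: peak over basal fluorescence ratio in a 140 s read after ATP addition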
CHO-K1 Ca antag – counter-screen for M1 antagonists: effect in parental CHO-K1 cells; ATP-induced calcium, Fluo-8 fluorescence; inhibition, % at 3 µM; 0.6% of 360,000 active; AID 602250;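 active = inhibition above a per-plate cutoff, the plate's mean sample inhibition plus 3 SD, cut at about 24% in these data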;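 note: 0% = DMSO plus EC80 ATP and 100% = DMSO alone without ATP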
M5 PAM – potentiates acetylcholine response at human M5 receptor; P08912; CHO-K1 hM5, Fluo-8 calcium, ACh EC20 PAM; 0% = ACh EC20, 100% = ACh EC100; activation, % at 3 µM; 0.3% of 360,000 active; AID 624038;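 active = activation above the run cutoff, the mean activation of all test compounds plus 3 SD, cut at about 18% in these data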
Target sequence (P08912 whole entry, looked up): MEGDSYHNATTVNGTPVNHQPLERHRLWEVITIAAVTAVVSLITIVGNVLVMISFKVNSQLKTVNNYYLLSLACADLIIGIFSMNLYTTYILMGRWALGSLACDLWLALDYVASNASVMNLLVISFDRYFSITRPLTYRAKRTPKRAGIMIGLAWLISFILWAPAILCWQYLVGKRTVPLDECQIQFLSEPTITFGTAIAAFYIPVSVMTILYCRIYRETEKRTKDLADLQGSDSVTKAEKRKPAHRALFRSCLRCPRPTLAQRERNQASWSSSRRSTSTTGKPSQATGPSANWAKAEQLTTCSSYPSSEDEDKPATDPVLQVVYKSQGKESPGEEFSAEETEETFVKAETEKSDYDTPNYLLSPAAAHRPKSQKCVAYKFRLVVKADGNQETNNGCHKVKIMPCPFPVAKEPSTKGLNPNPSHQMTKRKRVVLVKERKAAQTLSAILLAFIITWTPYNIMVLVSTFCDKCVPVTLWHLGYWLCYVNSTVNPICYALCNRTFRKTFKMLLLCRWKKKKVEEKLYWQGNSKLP
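Test system: CHO-K1 hM5 cells / Doses: single-point, 3 µM nominal / Times: Post-acetylcholine fluorescence recording 140 s / Technique: Fluo-8 calcium fluorescence / Measure: Max/basal fluorescence ratio as % of EC20–EC100 ACh window / Benchmarks: low control EC20 acetylcholine (0%), high control EC100 acetylcholine (100%) / Replicates: one well per compound, no replicates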
CHRM4 PAM – potentiates acetylcholine response at human M4 receptor; P08173; CHO-K1 hM4/Gqi5, Fluo-8 calcium fluorescence, ACh EC20; 0% = ACh EC20, 100% = maximal ACh; activation, % at 3 µM; 0.4% of 360,000 active;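 active = activation above its plate's cutoff, the mean activation of sample wells plus 3 SD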; note: some results filed as inactive read as strong as hits
Target sequence (P08173 whole entry, looked up): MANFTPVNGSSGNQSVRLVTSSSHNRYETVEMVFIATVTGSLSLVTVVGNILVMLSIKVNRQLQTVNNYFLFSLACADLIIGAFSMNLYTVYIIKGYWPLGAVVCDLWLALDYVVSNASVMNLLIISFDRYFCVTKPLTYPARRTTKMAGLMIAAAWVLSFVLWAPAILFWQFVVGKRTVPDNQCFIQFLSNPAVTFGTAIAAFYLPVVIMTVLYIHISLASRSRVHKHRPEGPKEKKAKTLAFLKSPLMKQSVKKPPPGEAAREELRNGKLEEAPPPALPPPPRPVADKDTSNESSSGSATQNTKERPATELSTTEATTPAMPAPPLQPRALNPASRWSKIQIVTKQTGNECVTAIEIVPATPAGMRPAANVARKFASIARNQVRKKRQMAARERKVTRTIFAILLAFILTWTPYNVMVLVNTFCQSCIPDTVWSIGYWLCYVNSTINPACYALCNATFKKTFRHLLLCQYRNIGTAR
CHRM4 antagonist – CHRM4 antagonism in calcium assay; P08173; CHO-hM4 cells, ACh EC80, Fluo-8 calcium fluorescence; inhibition, % at 3 µM; 0.73% of 360,000 active; AID 624125;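 active = inhibition above its plate's cutoff, the mean inhibition of sample wells plus 3 SD, cut at about 27% in these data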;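 note: 0% = acetylcholine EC80 with DMSO and 100% = DMSO without agonist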
M1 ag parental – M1 agonist counterscreen hit in parental CHO-K1 cells; 0.48% of 360,000 active; activation, % at 3 µM; Fluo-8 calcium fluorescence; scaled to maximal ATP response, vehicle zero; in the data active = activation above about 15%;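 note: untransfected CHO-K1 host cells lacking M1 receptor as counterscreen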
M5 ag – agonists of human muscarinic M5 receptor (CHRM5); activation, % at 3 µM; 0.19% of 360,000 active; P08912; CHO-K1 hM5 cells, Fluo-8 calcium fluorescence; 0% DMSO wells, 100% maximal acetylcholine response;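 active = activation above the run's mean over test compounds plus 3 SD, cut at about 23% in these data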;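 note: signal is peak over basal fluorescence ratio across the kinetic read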
M5 antag – blocks acetylcholine activation of human M5 receptor; CHO-hM5 cells, Fluo-8 calcium fluorescence, ACh EC80; inhibition, % at 3 µM; 0.59% of 360,000 active;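 active = inhibition above a per-plate cutoff, the mean of that plate's test compounds plus 3 SD, cut at about 27% in these data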;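 note: 0% = acetylcholine EC80 with DMSO and 100% = DMSO without agonist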
M4 ag – CHRM4 agonism in calcium assay; P08173; CHO-K1 hM4/Gqi5, Fluo-8 calcium fluorescence; vehicle 0%, full acetylcholine response 100%; activation, % at 3 µM; 0.14% of 360,000 active;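 active = activation above the run mean over all test wells plus 3 SD, cut at about 32% in these data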;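 note: peak over basal fluorescence ratio per well then scaled between controls; 0% = DMSO wells and 100% = acetylcholine at EC100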
* marks the source's active call; other numbers are inactive results; & = joins results of further samples.

What do the screens show for `CC1(C)O[C@@H]2[C@H](O1)[C@@H](COS(=O)(=O)O)O[C@H]2n1ccc(=O)[nH]c1=O`?
CHO-K1 Ca PAM: 8; CHO-K1 Ca antag: -11; M5 PAM: -10; CHRM4 PAM: -1; CHRM4 antagonist: 3; M1 ag parental: 0.2; M5 ag: 4; M5 antag: 10; M4 ag: 1

How did CSc1cccc(NC(=O)C2CCCN2S(=O)(=O)c2ccc3c(c2)CCC(=O)N3)c1 (centres undefined) do in these assays?
CHO-K1 Ca PAM: 6; CHO-K1 Ca antag: -12; M5 PAM: 0; CHRM4 PAM: 2; CHRM4 antagonist: -3; M1 ag parental: 1.0; M5 ag: -1; M5 antag: -4; M4 ag: 2

Results for COc1ccccc1CNC(=O)COC(=O)c1ccc(Cl)c(N)c1 ?
CHO-K1 Ca PAM: -8; CHO-K1 Ca antag: -11; M5 PAM: 0; CHRM4 PAM: 5; CHRM4 antagonist: -5; M1 ag parental: 0.9; M5 ag: 0; M5 antag: 10; M4 ag: 2

Results for CC1=NN(C(C#N)c2ccccc2)C(c2ccccc2)C1 (centres undefined) ?
CHO-K1 Ca PAM: 13; CHO-K1 Ca antag: -8; M5 PAM: 8; CHRM4 PAM: -3; CHRM4 antagonist: 6; M1 ag parental: 0.0; M5 ag: 0; M5 antag: 5; M4 ag: 0

Results for Cc1ccccc1Nc1c([N+](=O)[O-])cncc1[N+](=O)[O-] ?
CHO-K1 Ca PAM: -13; CHO-K1 Ca antag: 0; M5 PAM: 16; CHRM4 PAM: -3; CHRM4 antagonist: 12; M1 ag parental: -0.1; M5 ag: 0; M5 antag: -3; M4 ag: 1

What do the screens show for `Cc1cccc(NC(=O)CCSc2ccccn2)c1`?
CHO-K1 Ca PAM: 20; CHO-K1 Ca antag: 0; M5 PAM: 2; CHRM4 PAM: -2; CHRM4 antagonist: -4; M1 ag parental: 2.3; M5 ag: 2; M5 antag: 5; M4 ag: 2

Results for CCCN1Cc2cccc(C(=O)NCc3ccc4c(c3)OCO4)c2C1=O ?
CHO-K1 Ca PAM: 1; CHO-K1 Ca antag: -2; M5 PAM: -7; CHRM4 PAM: 5; CHRM4 antagonist: 3; M1 ag parental: 0.8; M5 ag: -8; M5 antag: -1; M4 ag: 3

What do the screens show for `COc1cccc(OCCCOc2ccc([N+](=O)[O-])cc2Cl)c1`?
CHO-K1 Ca PAM: -9; CHO-K1 Ca antag: -10; M5 PAM: -8; CHRM4 PAM: -6; CHRM4 antagonist: 6; M1 ag parental: 1.6; M5 ag: -5; M5 antag: 17; M4 ag: 0

What do the screens show for `COc1cccc(Nc2nc(C(N)Cc3ccc(F)cc3)cs2)n1` (centres undefined)?
CHO-K1 Ca PAM: 21; CHO-K1 Ca antag: -1; M5 PAM: 4; CHRM4 PAM: 6; CHRM4 antagonist: 14; M1 ag parental: 15*; M5 ag: 11; M5 antag: 2; M4 ag: 35*

Results for CC(C)NS(=O)(=O)c1ccc(CCC(=O)N2CCC(C(N)=O)CC2)cc1 ?
CHO-K1 Ca PAM: -8; CHO-K1 Ca antag: 2; M5 PAM: -9; CHRM4 PAM: 0; CHRM4 antagonist: -4; M1 ag parental: -0.4; M5 ag: -3; M5 antag: 12; M4 ag: 2

Results for O=C(Cc1c(F)cccc1Cl)Nc1cccc(S(=O)(=O)NC2=NCCCCC2)c1 ?
CHO-K1 Ca PAM: 1; CHO-K1 Ca antag: -7; M5 PAM: -8; CHRM4 PAM: 7; CHRM4 antagonist: -1; M1 ag parental: -0.6; M5 ag: -3; M5 antag: 11; M4 ag: 1

What do the screens show for `COc1ccccc1NS(=O)(=O)c1ccc(C)c(C(=O)NCC(c2cccs2)N2CCOCC2)c1` (centres undefined)?
CHO-K1 Ca PAM: 6; CHO-K1 Ca antag: -8; M5 PAM: -3; CHRM4 PAM: 4; CHRM4 antagonist: -5; M1 ag parental: 1.6; M5 ag: 2; M5 antag: 10; M4 ag: 32

What do the screens show for `O=C(C1CCCN(S(=O)(=O)c2cccc3cccnc23)C1)N1CCN(c2ccc(F)cc2)CC1` (centres undefined)?
CHO-K1 Ca PAM: 22; CHO-K1 Ca antag: -2; M5 PAM: -10; CHRM4 PAM: 0; CHRM4 antagonist: -8; M1 ag parental: 3.5; M5 ag: 3; M5 antag: 8; M4 ag: 11

How did CCCC(=O)N1CCN(c2ccc(NC(=O)c3ccco3)cc2)CC1 do in these assays?
CHO-K1 Ca PAM: 14; CHO-K1 Ca antag: -16; M5 PAM: -1; CHRM4 PAM: -8; CHRM4 antagonist: -3; M1 ag parental: -0.3; M5 ag: 3; M5 antag: -4; M4 ag: 1

Results for CC(C)NC(=O)C1(C)CCCN1C/C=C/c1ccccc1 (centres undefined) ?
CHO-K1 Ca PAM: -5; CHO-K1 Ca antag: -3; M5 PAM: -4; CHRM4 PAM: 2; CHRM4 antagonist: -19; M1 ag parental: 0.2; M5 ag: -2; M5 antag: 0; M4 ag: 1

How did COc1cc(C(=O)NC(C)Cc2ccccn2)ccc1OC1CCN(C(C)=O)CC1 (centres undefined) do in these assays?
CHO-K1 Ca PAM: 1; CHO-K1 Ca antag: -15; M5 PAM: 6; CHRM4 PAM: -4; CHRM4 antagonist: -8; M1 ag parental: 0.3; M5 ag: -3; M5 antag: -12; M4 ag: 2

Results for CCCn1c(N)c(C(=O)CSc2nc(C)nc3sc(C)c(C)c23)c(=O)[nH]c1=O ?
CHO-K1 Ca PAM: -3; CHO-K1 Ca antag: -10; M5 PAM: 4; CHRM4 PAM: 1; CHRM4 antagonist: 2; M1 ag parental: 0.3; M5 ag: -1; M5 antag: -1; M4 ag: 0

Results for COc1ccccc1/C=C1\SC(=S)N(CC(=O)NC2CCS(=O)(=O)C2)C1=O (centres undefined) ?
CHO-K1 Ca PAM: 10; CHO-K1 Ca antag: -16; M5 PAM: -3; CHRM4 PAM: -1; CHRM4 antagonist: -3; M1 ag parental: 2.3; M5 ag: -3; M5 antag: 9; M4 ag: 4

What do the screens show for `Oc1c(C=C2N=c3ccccc3=N2)sc(=S)n1C1CCCCC1`?
CHO-K1 Ca PAM: 23&17; CHO-K1 Ca antag: -6&-4; M5 PAM: 0&-1; CHRM4 PAM: 8&5; CHRM4 antagonist: -10&4; M1 ag parental: 0.6&-0.1; M5 ag: -2&0; M5 antag: 4&6; M4 ag: 2&1

What do the screens show for `COc1cc(C(=O)NNC2=CC(=O)CC(C)(C)C2)cc(OC)c1OC`?
CHO-K1 Ca PAM: 15; CHO-K1 Ca antag: -16; M5 PAM: -4; CHRM4 PAM: -3; CHRM4 antagonist: 14; M1 ag parental: 0.0; M5 ag: -1; M5 antag: -2; M4 ag: 0

How did O=C1C2CCCCN2C(=O)N1CCCCN1CCN(c2cccc(Cl)c2)CC1 (centres undefined) do in these assays?
CHO-K1 Ca PAM: -4; CHO-K1 Ca antag: 1; M5 PAM: 7; CHRM4 PAM: -4; CHRM4 antagonist: -3; M1 ag parental: 0.9; M5 ag: -4; M5 antag: 3; M4 ag: 0

How did C/C(Cn1nnc2ccccc21)=N\NC(=O)c1cccc(Br)c1 do in these assays?
CHO-K1 Ca PAM: -6; CHO-K1 Ca antag: 14; M5 PAM: -2; CHRM4 PAM: -9; CHRM4 antagonist: -8; M1 ag parental: 0.3; M5 ag: -4; M5 antag: -1; M4 ag: -1

What do the screens show for `CCCC(=O)Nc1ccc(C(=O)NN2C(=O)c3ccccc3C2=O)cc1`?
CHO-K1 Ca PAM: 16; CHO-K1 Ca antag: -5; M5 PAM: 3; CHRM4 PAM: 6; CHRM4 antagonist: 3; M1 ag parental: 0.1; M5 ag: -1; M5 antag: -6; M4 ag: 0

What do the screens show for `COc1ccccc1CNC(=O)c1ccc(S(=O)(=O)N2CCCC2)cc1`?
CHO-K1 Ca PAM: 25; CHO-K1 Ca antag: -17; M5 PAM: 5; CHRM4 PAM: -4; CHRM4 antagonist: 1; M1 ag parental: 2.1; M5 ag: -3; M5 antag: -14; M4 ag: 2

How did CCOC(=O)c1c(C)c(-c2ccccc2)n(CC(=O)NCCCN(CC)CC)c1C do in these assays?
CHO-K1 Ca PAM: 14; CHO-K1 Ca antag: -5; M5 PAM: -3; CHRM4 PAM: -2; CHRM4 antagonist: 7; M1 ag parental: 0.0; M5 ag: -3; M5 antag: -3; M4 ag: 1

What do the screens show for `COc1cccc(-c2onc3ccc(C(=O)/C=C/N(C)C)cc23)c1`?
CHO-K1 Ca PAM: -1; CHO-K1 Ca antag: -7; M5 PAM: -3; CHRM4 PAM: 1; CHRM4 antagonist: -3; M1 ag parental: 0.9; M5 ag: 1; M5 antag: 4; M4 ag: 1

How did CCN(CC)C(=O)[C@H]1C[C@H](CC(=O)NC(C)(C)C)C(=O)N2CCc3c([nH]c4cc(CCC(=O)N(C)C)ccc34)[C@]12C do in these assays?
CHO-K1 Ca PAM: 6; CHO-K1 Ca antag: -16; M5 PAM: 2; CHRM4 PAM: -3; CHRM4 antagonist: 0; M1 ag parental: -0.2; M5 ag: -1; M5 antag: -2; M4 ag: 0

What do the screens show for `O=C(CCNC(=O)c1ccccc1Cl)Nc1ccc2c(c1)OCO2`?
CHO-K1 Ca PAM: 8; CHO-K1 Ca antag: -1; M5 PAM: 1; CHRM4 PAM: 1; CHRM4 antagonist: 0; M1 ag parental: -0.3; M5 ag: 0; M5 antag: 1; M4 ag: 0

How did COCCCNC(=O)c1ccc(Cn2c(=O)c3ccccc3n(Cc3ccc(C)cc3)c2=O)cc1 do in these assays?
CHO-K1 Ca PAM: -4; CHO-K1 Ca antag: 1; M5 PAM: -7; CHRM4 PAM: -1; CHRM4 antagonist: 2; M1 ag parental: 0.3; M5 ag: -1; M5 antag: 3; M4 ag: 0

How did Cc1nn(-c2ccccc2)c(C)c1C(=O)NCc1ccccc1F do in these assays?
CHO-K1 Ca PAM: 6; CHO-K1 Ca antag: -14; M5 PAM: 6; CHRM4 PAM: -7; CHRM4 antagonist: 2; M1 ag parental: 1.3; M5 ag: -4; M5 antag: -8; M4 ag: 2

How did CCN1C(=O)[C@H]2[C@H]3CN=C(SCc4ccc(C#N)cc4)N3[C@@](CC)(C(=O)OC)[C@H]2C1=O do in these assays?
CHO-K1 Ca PAM: 12; CHO-K1 Ca antag: 1; M5 PAM: 1; CHRM4 PAM: -3; CHRM4 antagonist: 4; M1 ag parental: 0.9; M5 ag: 0; M5 antag: 2; M4 ag: 0

What do the screens show for `CCc1cccc(C)c1Nc1nc2ccccc2n2cnnc12`?
CHO-K1 Ca PAM: 7; CHO-K1 Ca antag: -16; M5 PAM: -1; CHRM4 PAM: 5; CHRM4 antagonist: -5; M1 ag parental: 3.5; M5 ag: -4; M5 antag: -3; M4 ag: 2

Results for CCC(C)CCN1CCN=C1N(C)C (centres undefined) ?
CHO-K1 Ca PAM: 22; CHO-K1 Ca antag: -11; M5 PAM: 1; CHRM4 PAM: 8; CHRM4 antagonist: -11; M1 ag parental: 0.5; M5 ag: -10; M5 antag: 5; M4 ag: 0

How did CCOCc1nnc(NC(=O)c2ccc3c(c2)OCO3)s1 do in these assays?
CHO-K1 Ca PAM: -18; CHO-K1 Ca antag: 3; M5 PAM: -14; CHRM4 PAM: 13; CHRM4 antagonist: 6; M1 ag parental: -0.2; M5 ag: -1; M5 antag: 9; M4 ag: 1

Bioassay records: PubChem BioAssay, The Scripps Research Institute Molecular Screening Center

Hits appear at their usual frequency, and some 2.7% of all compounds hit somewhere here.
